High-throughput results deposited in PubChem by several laboratories.
NTR1 ag: agonists of NTR1, primary screen, imaging, U2OS cells, beta-arrestin-GFP, high content (AID 493036) | activation, % at 20 µM | NTR1-U2OS beta-arrestin-GFP spot imaging, agonist mode | 0.17% of 330,000 active | P30989;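 active = activation at or above 40% of the spot to cytoplasm intensity ratio, with at least 20 cells analyzed; inconclusive = wells under 20 cells, flagged as cytotoxic or low count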;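 note: 0% = DMSO without peptide and 100% = 100 nM NTR1 peptide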
Target sequence (P30989 whole entry, looked up): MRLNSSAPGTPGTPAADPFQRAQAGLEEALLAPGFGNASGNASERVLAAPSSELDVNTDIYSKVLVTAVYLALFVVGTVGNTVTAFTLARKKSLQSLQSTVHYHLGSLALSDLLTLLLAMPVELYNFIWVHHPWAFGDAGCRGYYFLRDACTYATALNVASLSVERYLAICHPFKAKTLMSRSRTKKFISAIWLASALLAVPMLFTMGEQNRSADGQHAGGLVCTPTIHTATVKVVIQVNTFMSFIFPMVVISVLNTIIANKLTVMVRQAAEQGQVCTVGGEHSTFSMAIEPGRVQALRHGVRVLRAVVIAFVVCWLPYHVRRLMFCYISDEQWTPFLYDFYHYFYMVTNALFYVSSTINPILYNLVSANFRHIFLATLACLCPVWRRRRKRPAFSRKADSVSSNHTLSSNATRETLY
West Nile antiviral: inhibition of WNV-induced cytopathic effect – cell-based, CPE readout (AID 1621); West Nile virus-infected cells, CPE inhibition; higher % means a stronger effect; CPE inhibition, % at 10 µM, or IC50 in µM where a hit was titrated; 0.02% of 290,000 active; in the data active = a potency from the dose series; inconclusive = CPE inhibition mostly from about 3.7% at the one dose, without a potency; inactive = the rest, 99 in 100 with CPE inhibition below about 2.2%; note: strong numbers were not always called active
AID2073: disruptors of CaV2.2 binding to Mint1 – biochemical, HTRF (AID 2073); 0.19% of 290,000 active; inhibition, % at 20 µM; hits with a dose series show IC50 in µM; HTRF protein-protein interaction, Mint1-CaV2.2; higher % means a stronger effect; in the data active = inhibition mostly above about 51%, no sharp cut-off; inconclusive = no clear call, values can overlap the other calls; inactive = mostly below about 53%; note: some results filed as inactive read as strong as hits
SIAH1 antagonists: Siah-1 peptide-binding antagonists, primary screen, biochemical, fluorescence polarization, rhodamine-plectin, uHTS (AID 1817); Siah-1 / rhodamine-plectin peptide fluorescence polarization; higher % means a stronger effect; displacement, % at 20 µM; hits with a dose series show IC50 in µM; 0.02% of 290,000 active;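 active = displacement of at least 50% at 20 µM, with a fluorescence ratio check between 0.3 and a set limit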;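 note: plate controls were Siah plus tracer with DMSO for no effect and tracer alone without Siah for full effect; strong numbers were not always called active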
SV40 large T antigen: SV40 large T antigen inhibitors, biochemical (AID 1903) | SV40 large T antigen ATPase/helicase inhibition assay; higher % means a stronger effect | one-dose inhibition, % at 20 µM; IC50 in µM for titrated hits | 0.39% of 310,000 active; in the data active = a potency from the dose series; inconclusive = inhibition mostly from about 32% at the one dose, without a potency; inactive = the rest, 99 in 100 with inhibition below about 32%; note: strong numbers were not always called active
UTI89 phage lysis: protection from phage-mediated lysis, alamar blue read-out – E. coli UTI89, K1F phage, bacterial capsule biogenesis inhibitors (AID 488966); E. coli UTI89 K1F phage lysis, alamar blue, 2 h; higher % means a stronger effect; inhibition, % at 100 µM, or IC50 in µM where a hit was titrated; 0.02% of 340,000 active;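 active = phage lysis inhibition, versus mean bacterial control, above a set limit; inconclusive = no clear call, values can overlap the other calls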;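 note: capsule biogenesis inhibitors block K1F phage lysis so surviving cells raise fluorescence; higher fluorescence means more inhibition of phage lysis; actives were called in the ten point dose series up to 300 µM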
RSV CPE inhibition: inhibition of RSV-induced cytopathic effect – HEp-2 cells, primary 10 µM value included (AID 2391); HEp-2 cells, RSV-induced CPE inhibition; higher % means a stronger effect; 0.13% of 310,000 active; one-dose CPE inhibition, % at 10 µM; IC50 in µM for titrated hits; in the data active = a potency from the dose series; inconclusive = CPE inhibition mostly from about 23% at the one dose, without a potency; inactive = the rest, 99 in 100 with CPE inhibition below about 21%; note: strong numbers were not always called active
Rac1 GTP hydrolysis: MgcRacGAP GTPase-activating activity inhibitors, confirmation, biochemical, ADP Hunter fluorescence | MgcRacGAP-stimulated Rac1 GTP hydrolysis, ADP Hunter fluorescence; higher % means a stronger effect; GST-tagged Rac1 F28L mutant substrate | inhibition, % at 30 µM, or IC50 in µM where a hit was titrated | 0.6% of 340,000 active | AID 624330;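 active = first-screen hits whose inhibition reached a set limit at any dose in the follow-up dose series; inconclusive = inhibition above the set first-screen limit but never retested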;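 note: fluorescence reports GDP produced by GAP-driven GTP hydrolysis; strong numbers were not always called active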
NS5 inhibitors: flavivirus cap methylation enzyme inhibition – biochemical, confirmation dose response, primary screen (AID 588689); 0.3% of 340,000 active; inhibition, % at 25 µM, or IC50 in µM where a hit was titrated; Dengue-2 NS5 methyltransferase capping enzyme assay, biochemical; higher % means a stronger effect; in the data active = a potency from the dose series; inconclusive = inhibition above about 29% without an active follow-up result
NTR1 ag cell count 20 µM: also measured in NTR1 ag; calls as there; cell count; measured here: cell count, cytotoxicity flag
NS5 inhibitors pilot replicate: further read-out of NS5 inhibitors, marked with its call; inhibition, %; measured here: pilot screen replicate inhibition
Starred values were filed as active, the others as inactive; ? = inconclusive; · = no result given; [ ] = remark or other dose.

SMILES	NTR1 ag	NTR1 ag cell count 20 µM	West Nile antiviral	AID2073	SIAH1 antagonists	SV40 large T antigen	UTI89 phage lysis	RSV CPE inhibition	Rac1 GTP hydrolysis	NS5 inhibitors	others
Nc1nc(-c2cccnc2)nn1C(=O)c1ccco1	2.4	70	·	-4%	-3%	12%	·	·	·	·
COC(=O)c1ccc(N2C(=O)CC(N3CCN(C(=O)c4ccco4)CC3)C2=O)cc1 (stereo not drawn)	0.8	66	-0.1%	49%	-1%	15%	4.3%	0.0%	9%	0%
CN(C)Cc1cc(O)c(CN(C)C)cc1O	-0.2	40	1.0%	7%	-6%	29%	2.8%	0.7%	5%	25%
O=C(Nc1nnc(-c2cccs2)o1)c1cccc(F)c1	4.5	85	1.2%	·	·	·	2.1%	5.5%	10%	3%
CC(C)(C)C(=O)NC1(C(F)(F)F)NC(=O)N(c2ccccc2F)C1=O (stereo not drawn)	0.2	53	0.1%	0%	0%	21%	-0.1%	-2.2%	-8%	-5%
Cc1ccc2c(N)c(C(=O)N(c3ccccc3)c3ccccc3)sc2n1	7.7	93	-0.3%	-8%	-6%	5%	0.2%	3.8%	7%	-11%
CCc1ccc(OCC(=O)NNC(=O)Cc2c(F)cccc2Cl)cc1	-1.0	62	·	·	·	9%	0.9%[50 µM]	2.0%	3%	-7%
CCCNC(=O)C(CC)NC(=O)c1cccc([N+](=O)[O-])c1 (stereo not drawn)	1.1	54	·	·	·	·	-0.7%	0.6%	-2%	-2%
CCN(CC)c1ccc(NC(=O)c2ccc(Br)o2)cc1	-1.4	81	-0.8%	-11%	0%	24%	0.1%	1.1%	26µM*	-2%
O=C(Nc1ccc(Cl)c(S(=O)(=O)N2CCOCC2)c1)c1cn2ccccc2n1	6.1	53	-1.5%	3%	17%	5%	2.0%	21%	8%	-9%
O=C(CSc1nnc(-c2ccc(Cl)cc2)n1-c1ccc(Cl)cc1)N/N=C/c1ccco1	9.9	52	-0.8%	7%	0%	12%	2.4%	9.8%	1%	-7%
CC1(NC(=O)CCNC(=O)c2ccc(C(C)(C)C)cc2)CCS(=O)(=O)C1 (stereo not drawn)	-0.7	54	·	·	·	·	-0.5%[50 µM]	0.6%	1%	-1%
CCOC(=O)c1nn(-c2ccc(OCC)cc2)c2nc(CC(C)C)c(C#N)c(=O)n12	9.8	77	-0.4%	16%	0%	-2%	1.8%	4.6%	2%	1%	NS5 inhibitors pilot replicate=-5.2
C/C(=N\N=C\c1ccc(N(C)C)cc1)c1cccc([N+](=O)[O-])c1	-3.0	66	-0.2%	-5%	-2%	17%	5.6%	0.4%	12%	-1%
COc1ccc(C(=O)COC(=O)CCN2C(=O)C3C4CC(C(Br)C4Br)C3C2=O)cc1 (stereo not drawn)	2.1	85	-0.6%	-6%	3%	1%	-0.2%	2.0%	-7%	2%
CCc1nnc(NS(=O)(=O)c2ccc(NC(=O)C(c3ccccc3)c3ccccc3)cc2)s1	2.3	39	·	·	·	20%	1.4%	3.3%	-11%	1%
COc1ccc(C(=O)NCC(=O)N2CCN(C(=O)c3ccco3)CC2)cc1[N+](=O)[O-]	1.7	68	·	·	·	·	-2.3%	·	0%	8%
O=C(NCc1ccccc1Br)C1CCCO1 (stereo not drawn)	-1.4	61	-0.7%	2%	5%	15%	1.6%[50 µM]	3.1%	3%	-4%
O=C(O)C1C2C=CC(C2)C1C(=O)NCc1cccc(Cl)c1 (stereo not drawn)	-0.2	64	-0.2%	9%	8%	12%	-0.1%	1.0%	8%	-3%	NS5 inhibitors pilot replicate=2.7
O=C(c1cc2cc(Cl)ccc2[nH]1)N1CCCCC1	-0.6	57	-0.7%	2%	6%	9%	-0.1%	2.2%	-5%	·
C[C@H](NC(=O)OC(C)(C)C)c1nnc(SCC(=O)c2ccc(Cl)cc2)o1	-1.8	88	0.9%	4%	1%	17%	0.0%	0.7%	4%	-9%
C/C=C/c1ccc(OCCN2C(=O)NC(C)(C)C2=O)c(OC)c1	0.7	60	-0.5%	4%	2%	-4%	0.2%	-0.1%	2%	-3%
CC(C)CNc1nc(Oc2ccc(=O)[nH]n2)nc(N(C)C)n1	0.9	69	1.1%	-5%	1%	2%	1.1%	·	5%	-2%
CCN(CC)S(=O)(=O)c1cc(NS(=O)(=O)c2cccc(Cl)c2Cl)ccc1C	0.1	57	-1.0%	0%	4%	5%	1.8%	7.9%	7%	7%
Cc1ccc(C2C3=C(CC(C)(C)CC3=O)NC3=C2C(=O)c2ccccc23)cc1 (stereo not drawn)	-0.1	49	-1.4%	1%	-3%	5%	-1.6%	?	-1%	9%
CCN(Cc1ccc(OC)c(F)c1)C(C)C(=O)Nc1ccc(S(=O)(=O)N2CCCC2)cc1 (stereo not drawn)	0.8	59	·	·	·	·	-0.3%[50 µM]	0.9%	-5%	-6%
O=C(Cn1cnnn1)OCC(=O)c1ccc(Cl)s1	0.0	63	0.5%	18%	4%	8%	0.3%	0.2%	8%	13%	NS5 inhibitors pilot replicate=-2.1
O=C(NCc1ccccc1)N(Cc1cc2cc3c(cc2[nH]c1=O)OCCO3)CC1CCCO1 (stereo not drawn)	·	·	0.2%	0%	-1%	5%	-0.5%	·	15%	-3%
CCOc1ccc(/C(CC)=N/NC(=O)C2(C)CC2(Br)Br)cc1 (stereo not drawn)	18	77	0.3%	-2%	-1%	20%	8.0%[50 µM]	4.8%	8%	0%
CC(C)c1nnc(NC(=O)CCC(=O)NCCc2ccccc2)s1	-1.2	61	0.0%	6%	15%	8%	1.6%	-0.6%	5%	2%
O=C(NCCCO)c1ccc(CSc2nc3ccccc3[nH]2)cc1	0.5	55	0.2%	6%	-6%	6%	-2.6%	-0.7%	5%	-1%
S=c1[nH]nc(Cc2cccs2)n1-c1ccccc1Cl	-0.1	81	-0.7%	8%	-2%	10%	0.2%	0.9%	4%	2%
CCOC(=O)CNc1nc2ccccc2n2c(C)nnc12	0.0	109	0.5%	6%	-3%	7%	0.2%	0.0%	12%	-2%
Cc1ccccc1C(=O)Nc1ccnn1C1CCN(CC2CC=CCC2)CC1 (stereo not drawn)	-0.1	58	-0.4%	10%	-4%	0%	0.2%	-0.2%	8%	-3%
COc1ccc(NC(=O)c2cccc(N3C(=O)c4cccc([N+](=O)[O-])c4C3=O)c2)cc1	0.3	43	-0.5%	3%	5%	6%	0.0%	1.9%	7%	1%
CCCCN1C(=O)C(O)(CC(=O)c2c(C)n[nH]c2C)c2cc(Br)ccc21 (stereo not drawn)	0.9	83	0.1%	-2%	-5%	9%	0.1%	4.9%	5%	2%
Cc1ccc(NC(=O)N2CCC(C(=O)c3ccc(F)cc3)CC2)cc1	-1.4	40	-0.9%	-6%	2%	4%	-0.8%	?	-3%	-1%
CC(C)CCN(C(=O)CCSc1ccc(F)cc1)c1c(N)n(Cc2ccccc2)c(=O)[nH]c1=O	2.0	56	·	·	·	14%	0.7%[50 µM]	-0.9%	4%	-10%
O=C(Cc1ccc(Br)cc1)NCc1ccccc1	-0.1	49	1.5%	15%	1%	1%	0.2%	0.8%	-6%	-1%	NS5 inhibitors pilot replicate=3.4
COc1ccc2c(c1)C(=O)C(=O)N2CCS(=O)(=O)c1ccccc1	0.7	77	-0.7%	-2%	9%	7%	0.4%	1.3%	5%	-5%

6 structures already listed, ordered by length of the SMILES, largest number first:
SMILES	NTR1 ag	NTR1 ag cell count 20 µM	West Nile antiviral	AID2073	SIAH1 antagonists	SV40 large T antigen	UTI89 phage lysis	RSV CPE inhibition	Rac1 GTP hydrolysis	NS5 inhibitors	others
CCN(Cc1ccc(OC)c(F)c1)C(C)C(=O)Nc1ccc(S(=O)(=O)N2CCCC2)cc1 (stereo not drawn)	0.8	59	·	·	·	·	-0.3%[50 µM]	0.9%	-5%	-6%
CCCCN1C(=O)C(O)(CC(=O)c2c(C)n[nH]c2C)c2cc(Br)ccc21 (stereo not drawn)	0.9	83	0.1%	-2%	-5%	9%	0.1%	4.9%	5%	2%
COc1ccc2c(c1)C(=O)C(=O)N2CCS(=O)(=O)c1ccccc1	0.7	77	-0.7%	-2%	9%	7%	0.4%	1.3%	5%	-5%
CCOc1ccc(/C(CC)=N/NC(=O)C2(C)CC2(Br)Br)cc1 (stereo not drawn)	18	77	0.3%	-2%	-1%	20%	8.0%[50 µM]	4.8%	8%	0%
CC(C)c1nnc(NC(=O)CCC(=O)NCCc2ccccc2)s1	-1.2	61	0.0%	6%	15%	8%	1.6%	-0.6%	5%	2%
CCOC(=O)CNc1nc2ccccc2n2c(C)nnc12	0.0	109	0.5%	6%	-3%	7%	0.2%	0.0%	12%	-2%

Additional compounds:
SMILES	NTR1 ag	NTR1 ag cell count 20 µM	West Nile antiviral	AID2073	SIAH1 antagonists	SV40 large T antigen	UTI89 phage lysis	RSV CPE inhibition	Rac1 GTP hydrolysis	NS5 inhibitors	others
Cc1nnc(NC(=O)C2CCN(c3nnnn3-c3ccccc3)CC2)s1	-0.1	67	-0.7%	12%	4%	15%	-0.3%	0.8%	-12%	2%
COc1cccc(CN2CCN(Cc3ccco3)CC2)c1	0.7	93	-0.4%	1%	6%	-5%	0.2%	0.4%	·	1%
O=C(Nc1cccc(C(F)(F)F)c1)c1cccnc1NCCc1ccccc1	15	48	-1.4%	11%	6%	8%	-6.2%	8.5%	8%	-3%
CC1CCC2(CC1)NC(=O)N(CC(=O)NCc1ccc3c(c1)OCO3)C2=O (stereo not drawn)	1.2	58	0.6%	3%	2%	13%	0.9%	-1.1%	9%	-8%
COc1ccc(CNC(=O)c2cnccn2)cc1	0.8	46	-0.1%	0%	1%	8%	-0.1%	0.2%	1%	-9%
COc1ccc(C(C(=O)NCc2ccccc2)N(Cc2ccc3c(c2)OCO3)C(=O)c2cnccn2)cc1 (stereo not drawn)	0.7	41	-0.2%	5%	4%	0%	0.2%	-0.8%	7%	-4%
O=C(Cn1ncc2c1-c1ccccc1OC2)Nc1cccc(Cl)c1	-1.4	35	-0.1%	-10%	1%	3%	2.9%	0.1%	2%	1%
COc1cc(C(=O)Oc2ccc(C(=S)N3CCOCC3)cc2)cc(OC)c1OC	3.6	63	-0.5%	-11%	3%	-7%	0.0%	1.9%	10%	1%
Cn1nnnc1SCC(=O)NCc1ccc2c(c1)OCO2	0.0	40	-0.2%	1%	3%	5%	-0.6%	-0.1%	-1%	1%
CCOC(=O)C/C(N)=N/NC(=O)c1ccc(Cl)cc1Cl	0.3	33	-0.2%	0%	-2%	6%	2.4%	0.2%	1%	-4%
O=C(CCCCCl)Nc1c2c(nc3ccccc13)CCC2	1.2	53	-1.6%	-5%	-2%	5%	-1.1%	-1.8%	0%	11%
